Neddylation inh – inhibitors of human cullin neddylation; 360,000 compounds, 0.58% hits; TR-FRET cullin neddylation, biochemical; calls only at 25 µM; P61081+Q13564; in the data active = inhibition above about 36%
Target sequence (P61081 whole entry, looked up): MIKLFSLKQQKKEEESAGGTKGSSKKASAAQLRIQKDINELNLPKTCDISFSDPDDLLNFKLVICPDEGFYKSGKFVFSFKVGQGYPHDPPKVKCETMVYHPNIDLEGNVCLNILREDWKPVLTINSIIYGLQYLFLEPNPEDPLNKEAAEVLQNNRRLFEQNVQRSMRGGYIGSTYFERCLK
Target sequence (Q13564 whole entry, looked up): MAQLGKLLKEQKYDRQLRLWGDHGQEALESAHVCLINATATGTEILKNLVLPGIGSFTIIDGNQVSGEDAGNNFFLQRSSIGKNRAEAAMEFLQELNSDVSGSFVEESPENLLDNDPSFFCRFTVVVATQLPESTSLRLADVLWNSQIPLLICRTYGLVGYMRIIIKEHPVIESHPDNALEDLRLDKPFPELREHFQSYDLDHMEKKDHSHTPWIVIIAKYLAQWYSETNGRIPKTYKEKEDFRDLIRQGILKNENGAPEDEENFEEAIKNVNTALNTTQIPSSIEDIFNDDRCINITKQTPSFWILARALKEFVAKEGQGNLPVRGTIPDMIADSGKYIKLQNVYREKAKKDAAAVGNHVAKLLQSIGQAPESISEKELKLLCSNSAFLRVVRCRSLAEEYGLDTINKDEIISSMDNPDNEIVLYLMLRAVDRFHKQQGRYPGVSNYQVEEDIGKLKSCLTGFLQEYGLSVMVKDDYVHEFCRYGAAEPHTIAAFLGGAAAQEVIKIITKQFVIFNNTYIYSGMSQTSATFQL
FAS TE block – blocks the thioesterase domain of human fatty acid synthase | P49327 | recombinant FAS-TE, OMFH fluorogenic substrate, fluorescence endpoint | inhibition, % at 15 µM | 360,000 compounds, 0.67% hits | AID 602261;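 active = compounds whose normalised, plate-corrected inhibition of enzyme fluorescence in the single-dose primary screen is 50% or more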;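 also: 0% = DMSO with enzyme and 100% = substrate without enzyme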
MT1-MMP act inh – inhibitors of human MT1-MMP activation. HT1080 RFP-PRO-GFP cells, GFP/RFP ratio fluorescence, overnight; percent of plate control window, DMSO zero. GFP/RFP ratio change, % at 20 µM. 360,000 compounds, 0.061% hits. AID 651647;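 active = GFP/RFP ratio change of at least 30% with cell ATP level not reduced by more than half and red fluorescence within 50% of control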; also: strong numbers were not always called active
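Test system: HT1080 RFP-PRO-GFP cells; Benchmarks: DMSO and RFP-L50D-GFP cell wells; Timing: cells overnight before dosing, compound overnight, 37 °C, 5% CO2; Compound: one 20 µM compound dose with 1% DMSO; Read-out: GFP/RFP fluorescence ratio.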
MLLE-PAM2 inh – blocks PAM2 peptide binding to the PABP1 MLLE domain; inhibition, % at 20 µM; GST-MLLE / FITC-PAM2 fluorescence polarization; P11940; AID 588489; 360,000 compounds, 0.36% hits; in the data active = inhibition above about 35%, passing the limit was not always enough;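 also: plate controls were DMSO wells with GST-MLLE for no effect and wells lacking GST-MLLE protein for full effect; some results filed as inactive read as strong as hits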
NadD block – inhibitors of Staphylococcus aureus NadD; purified NadD enzyme, colorimetric absorbance read-out; inhibition, % at 20 µM; 360,000 compounds, 0.78% hits; AID 602399; in the data active = inhibition above about 26%; also: some compounds past the cut are filed as inactive
SKN-1 block – blocks SKN-1 activity in C. elegans | C. elegans VP596 Pgst-4::GFP/RFP ratio, acrylamide-induced, 24 h | inhibition, % at 21.8 µM | 360,000 compounds, 0.49% hits | AID 624304;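 active = interference check ratio from 0.5 to 1.5 plus GFP to RFP signal ratio inhibition reaching or exceeding a fixed threshold, cut at about 30% in these data, passing the limit was not always enough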; also: some compounds called inactive have numbers as strong as hits
Rpn11 block – blocks the human proteasome subunit Rpn11. 360,000 compounds, 0.59% hits. AID 588493. calls only at 20 µM. O00487. human 26S proteasome, Ub4-pepOG fluorescence polarization; 20S core pre-blocked with epoxomicin;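 active = inhibition at 20 µM, scaled to each plate's controls, above about 33%, limit read from the data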
Rin1 Abl inh – blocks binding of human Rin1 to Abl. TR-FRET Rin1/Abl binding, biochemical. inhibition, % at 7.35 µM. 360,000 compounds, 0.4% hits; in the data active = inhibition above about 5%, passing the limit was not always enough
CSN inh – inhibitors of human CSN-mediated cullin deneddylation; Q92905; Purified CSN, SCF-Nedd8-OG deneddylation, fluorescence polarization; inhibition, % at 12.5 µM; 360,000 compounds, 0.38% hits; AID 651999;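 active = pattern-corrected inhibition above about 35%, with an unprinted fluorescence ratio check between 0.5 and 1.5, limit read from the data, passing the limit was not always enough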;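 also: 0% = enzyme with substrate and 100% = substrate without enzyme; some results filed as inactive read as strong as hits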
Target sequence (Q92905 whole entry, looked up, one chain of several): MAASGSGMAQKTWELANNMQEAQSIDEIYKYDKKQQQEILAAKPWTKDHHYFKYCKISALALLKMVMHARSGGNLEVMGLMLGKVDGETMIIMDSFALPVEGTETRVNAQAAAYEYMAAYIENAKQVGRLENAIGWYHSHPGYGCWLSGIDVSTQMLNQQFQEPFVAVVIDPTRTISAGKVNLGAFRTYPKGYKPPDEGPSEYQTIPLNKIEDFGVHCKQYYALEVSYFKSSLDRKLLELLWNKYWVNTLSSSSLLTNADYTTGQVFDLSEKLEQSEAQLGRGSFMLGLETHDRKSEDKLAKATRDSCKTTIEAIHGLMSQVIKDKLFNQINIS
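Assay system: purified human Csn5 enzyme expressed in HEK293T cells; Input: 0.24 nM Csn5 enzyme, final concentration; Reagent: 10 nM SCFSkp2-Nedd8OG; Compound dosing: 12.5 µM single point; Times: reaction 90 min, room temperature; Technique: fluorescence polarization readout.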
* marks the source's active call; other numbers are inactive results; i = inactive; / = no result given.

SMILES | Neddylation inh | FAS TE block | MT1-MMP act inh | MLLE-PAM2 inh | NadD block | SKN-1 block | Rpn11 block | Rin1 Abl inh | CSN inh
C=C1c2cc(CC)ccc2NC(=O)N1c1ccc(C)cc1 | i | -6 | -5 | -5 | 6 | 12 | i | 0 | 2
COC(=O)c1[nH]c2cc(OC)ccc2c1NC(=O)c1nonc1C | i | -3 | 3 | 2 | -4 | 19 | i | 0 | 2
NC(N)=NN=C1CCC(c2ccccc2)CC1 (stereo not given) | i | -4 | -1 | 9 | 1 | 19 | i | 1 | 6
NS(=O)(=O)c1ccc(NCCCn2ccnc2)c([N+](=O)[O-])c1 | i | -6 | 3 | -19 | -3 | -5 | i | -6 | 3
Cc1ccc(COC(=O)c2cc(S(=O)(=O)N3CCOCC3)ccc2C)cc1 | i | 34 | -3 | 9 | -9 | -4 | i | 0 | -2
CSC1=NS(=O)(=O)c2c(C)nn(C)c2S1 | i | -5 | -3 | -50 | 6 | 12 | i | 1 | 1
O=C(CC1SCCNC1=O)Nc1ccccc1Cl (stereo not given) | i | 2 | 1 | 3 | -1 | 0 | i | 2 | 3
O=C(CCS(=O)(=O)c1cccs1)Nc1ccc(C(=O)NCc2ccc(F)cc2)cc1 | i | -4 | -3 | 11 | -8 | 2 | i | 1 | 1
CC(C)c1cc(Cn2c3ccccc3c(=O)n2C(C)Cn2cc(-c3ccc(C(C)(C)C)cc3)nn2)on1 (stereo not given) | / | / | -2 | / | / | 4 | / | / | -7
O=C(CSC1c2ccccc2C(=O)N1c1ccccc1)N1CCOCC1 (stereo not given) | i | -9 | 2 | 16 | -7 | -8 | i | 7 | -2
COc1ccc(CCNC(=O)C2CCN(C(=O)c3ccc(Cl)cc3)CC2)cc1OC | i | -5 | 0 | -1 | -1 | 11 | i | 3 | 1
Nc1nnn(Cc2ccccc2)n1 | i | -8 | -2 | 10 | 4 | 5 | i | 0 | 1
COCCn1c(C)cc(C(=O)COC(=O)c2ccc(S(=O)(=O)N(C)C)cc2)c1C | i | -3 | -2 | -16 | -3 | 11 | i | -1 | -3
CSc1ccccc1OCc1cc(C(=O)N(C)Cc2c(C)n[nH]c2C)no1 | i | 1 | -1 | 8 | -7 | 15 | i | 0 | -2
C=CCn1c(C)cc(C(=O)COC(=O)/C=C/c2cccc(OC)c2)c1C | i | 20 | -1 | -18 | -6 | -1 | i | 2 | -2

Next section.
SMILES | Neddylation inh | FAS TE block | MT1-MMP act inh | MLLE-PAM2 inh | NadD block | SKN-1 block | Rpn11 block | Rin1 Abl inh | CSN inh
Cc1cc(C)c[n+](-c2nc3ccccc3nc2[N-]S(=O)(=O)c2ccc(Cl)cc2)c1 | i | -6 | -15 | 13 | 13 | 2 | i | -2 | -9
COc1ccc2[nH]c(=O)c(CN(Cc3ccccc3)C(=S)NCC3CCCO3)cc2c1 (stereo not given) | i | 2 | -3 | -139 | -19 | -5 | i | 3 | -5
O=C(CSc1ccc(-c2cccnc2)nn1)Nc1ccc(F)cc1F | i | -2 | 2 | 8 | 0 | -1 | i | -1 | 0
Cc1cc(N2CCCC(C(=O)Nc3cccc(Cl)c3)C2)n2ncnc2n1 (stereo not given) | i | -2 | 1 | 4 | -2 | 0 | i | -1 | 0
CCOC(=O)C1=C(COC(=O)CCOc2ccccc2C)NC(=O)NC1C (stereo not given) | i | -6 | 1 | -2 | -4 | 7 | i | 0 | -1
O=C(Nc1cccc(-c2nn[nH]n2)c1)c1ccc(Br)s1 | i | -3 | -1 | -15 | -3 | -7 | i | 2 | -1
O=C(/C=C/c1cccs1)Nc1ccncc1 | i | -8 | 2 | -2 | -3 | 0 | i | -1 | 0
CC1CCCCN1C(=O)C1CC(c2ccc(F)cc2)=NO1 (stereo not given) | i | -5 | 4 | -16 | -2 | -5 | i | -3 | 1
COc1ccc(C(CNC(=O)Cn2[nH]c(=O)c3ccccc3c2=O)N2CCCC2)cc1 (stereo not given) | i | -6 | -8 | -13 | -6 | -15 | i | 1 | -2
Cc1ccc2nc(SCC(=O)Nc3cc(C(C)(C)C)nn3-c3ccccc3)[nH]c2c1 | i | -1 | 4 | -10 | 2 | 3 | i | 0 | -4
Nc1ccn(CCCNCC(c2ccccc2)c2ccccc2)c(=O)n1 | i | -5 | 0 | -3 | 1 | 17 | i | -4 | 4
COc1ccc(N2CCN(C(=O)C(=O)c3c(C)[nH]c4ccccc34)CC2)cc1 | i | -4 | 3 | 0 | 0 | 6 | i | 1 | -4
CS(=O)(=O)N(CC(=O)N1CCCC1)c1cccc(F)c1 | i | -6 | -2 | -7 | -2 | 3 | i | -1 | -3
COC(=O)c1ccc(CNC(=O)COC(=O)c2ccccc2-c2ccccc2)cc1 | i | 19 | -1 | 9 | -6 | 2 | i | 1 | 5
O=C(N/N=C\c1c(O)ccc2ccccc12)c1ccc(O)cc1 | i | 21 | -7 | -20 | -4 | -2 | i | 3 | 7

Additional records
SMILES | Neddylation inh | FAS TE block | MT1-MMP act inh | MLLE-PAM2 inh | NadD block | SKN-1 block | Rpn11 block | Rin1 Abl inh | CSN inh
Cc1cc(Cl)c(S(=O)(=O)N/N=C/c2ccc3c(c2)OCO3)c(Cl)c1 | i | 38 | 0 | 0 | 1 | 7 | i | -2 | 2
COCOc1cc(O)c(C(=O)/C=C/c2ccccc2)c(OCOC)c1 | i | 2 | -2 | -5 | -7 | 2 | i | -3 | 4
COc1cc(O)c2c(=O)c3c(OC)c(O)ccc3oc2c1 | i | -1 | 7 | -2 | -2 | 12 | i | -2 | -2
O=C(NCC(=O)N(c1cccnc1)C(C(=O)NC1CCCC1)c1cccs1)c1cccs1 (stereo not given) | i | -13 | 1 | 9 | -3 | 10 | i | 4 | 2
CC(C)CNC(=O)Nc1ccccc1F | i | -9 | 0 | 2 | -3 | 5 | i | -1 | 1
COc1ccc(S(=O)(=O)Nc2cc3c4c(c2)CCC(=O)N4CCC3)cc1C | i | -9 | 1 | 9 | -1 | 6 | i | 1 | -3
Nc1nc2n(n1)C(c1ccccc1)CC(c1ccc(F)cc1)N2 (stereo not given) | i | -1 | 6 | 7 | 1 | 10 | i | 1 | -10
Cc1noc(C)c1CSc1nnc(-c2ccncc2)n1-c1cccc(Cl)c1C | i | -1 | 4 | -39 | -3 | -7 | i | -2 | 2
Cc1ccc(C(=O)Nc2ccc3c(c2)OCCO3)cc1S(=O)(=O)N1CCOCC1 | i | 3 | -3 | 1 | -2 | 1 | i | 2 | -2
COc1ccc(S(=O)(=O)Nc2ccccc2C(=O)N2CCOCC2)cc1Cl | i | -2 | -2 | -3 | 1 | 18 | i | 0 | -6
CC(=O)c1c(C)nc2ccc(C)cc2c1-c1ccccc1 | i | 1 | 0 | 10 | -6 | 0 | i | -3 | -3
Cc1cc(NC(=O)CS(=O)(=O)c2cn(Cc3cccc(Br)c3)c3ccccc23)no1 | i | 11 | -3 | -6 | -2 | 6 | i | -2 | -2
Cc1cccc(C)c1NC(=O)c1cnn(-c2ccccc2)c1C | i | -6 | -4 | 1 | -1 | 2 | i | 2 | -4
Cc1cccc(/C=N/NC(=O)c2cc(C)nc3ccccc23)n1 | i | 0 | -3 | -7 | 0 | 8 | i | -3 | 3
CCCCCCCCC/C(=N\O)c1ccccn1 | i | -189 | -13 | 7 | -5 | -7 | i | 4 | 7

An excerpt from above with just CSN inh and MLLE-PAM2 inh:
SMILES | CSN inh | MLLE-PAM2 inh
COc1cc(O)c2c(=O)c3c(OC)c(O)ccc3oc2c1 | -2 | -2
Cc1cccc(/C=N/NC(=O)c2cc(C)nc3ccccc23)n1 | 3 | -7

Next part:
SMILES | Neddylation inh | FAS TE block | MT1-MMP act inh | MLLE-PAM2 inh | NadD block | SKN-1 block | Rpn11 block | Rin1 Abl inh | CSN inh
CC1(C)ON(C2CCCCC2)[C@H]2c3nc4ccccc4n3C[C@H]21 | i | -6 | 0 | -4 | -3 | 12 | i | -1 | 3
COc1ccc(CCNC(=O)Cn2nc(C(=O)O)c3ccccc3c2=O)cc1OC | i | -6 | 3 | -93 | 2 | 12 | i | 0 | 2
Cc1nc([N+](=O)[O-])c(C(=O)OCc2ccccc2C#N)n1C | i | -5 | 3 | -6 | -4 | -7 | i | 1 | -1
Cc1noc(NS(=O)(=O)c2ccc(NC(=O)/C=C/c3ccc(Br)cc3)cc2)c1C | i | -1 | 1 | 10 | 6 | 15 | i | 1 | 3
O=C(N/N=C/c1ccncc1)c1cc2c(ccc3ccccc32)o1 | i | -1 | 2 | 11 | -12 | -3 | i | -5 | 12
C=CCc1c(C)nc(-c2ccccc2)nc1Nc1ccc(O)cc1 | i | 3 | 15 | 9 | -1 | -7 | i | -3 | -3
Cn1c(SCC(=O)Nc2nccs2)nnc1-c1cccnc1 | i | -8 | -6 | -15 | 3 | 8 | i | 0 | 0
CC(C)NC(=O)c1onc(CSc2ccccn2)c1C(=O)NC(C)C | i | -5 | 3 | 15 | -1 | 14 | i | 3 | 3
CCCCCCCOc1ccc(-c2ccc(C#N)cn2)cc1 | i | 17 | 2 | 8 | -1 | 1 | i | -1 | -7
COC(=O)c1cc(-c2cccs2)nc2ccccc12 | / | 9 | 2 | -7 | -4 | 4 | i | 0 | 1
COc1ccc(-c2cn3c(C)c(C(=O)NC(C)(C)C)sc3n2)cc1 | i | -2 | 6 | -4 | -7 | 9 | i | -2 | 2
O=C(CCC(=O)NC1CCCCCC1)Nc1nnc(C(F)(F)F)s1 | i | 8 | -2 | -3 | -3 | 2 | i | 0 | 1
C#CCOCCOCCOCCNc1nc(N2CCN(C(=O)[C@H](CCCCN)n3cc([C@@H](N)CC(C)C)nn3)CC2)nc(N2CCN(C(=O)[C@H](Cc3cc4ccccc4[nH]3)n3cc([C@@H](N)Cc4ccc(O)cc4)nn3)CC2)n1 | i | -8 | -1 | -4 | 7 | 7 | i | 2 | 26
COc1ccc(C)cc1NC(=O)c1ccccc1NS(=O)(=O)c1ccc(Cl)s1 | i | 12 | 4 | 5 | -5 | 16 | i | 0 | -1
O=C(N/N=C/c1ccccn1)c1cccc(NC(=O)c2ccccc2Cl)c1 | i | -3 | 5 | -8 | -7 | 17 | i | -2 | -1

Continuation:
SMILES | Neddylation inh | FAS TE block | MT1-MMP act inh | MLLE-PAM2 inh | NadD block | SKN-1 block | Rpn11 block | Rin1 Abl inh | CSN inh
CCNC(=O)/N=C1/NC(=O)C(C(C)C)O1 (stereo not given) | i | 1 | 0 | 3 | -6 | 1 | i | 0 | 1
COC(=O)c1sccc1NC(=O)CN(C)NS(=O)(=O)c1ccc(F)cc1 | i | -6 | -3 | 10 | 4 | -23 | i | 3 | -5
COC(=O)c1cccc(N2C(=O)C[C@](Sc3ccc(C)cc3)(C(=O)OC)[C@H]2c2ccccc2)c1 | i | 27 | -16 | / | 3 | 4 | / | / | 2
O=C(COC(=O)C12CC3CC(CC(C3)C1)C2)Nc1ccc2[nH]c(=O)[nH]c2c1 | i | -1 | 0 | -11 | 2 | 12 | i | -2 | -2
CC(C)CC(=O)Nc1nc2ccc(S(=O)(=O)N3CCOCC3)cc2s1 | i | 5 | -1 | -1 | 2 | -12 | i | 0 | 4
O=C(Nc1ccc2nc(C3CC3)n(Cc3ccc(F)cc3)c(=O)c2c1)c1ccco1 | i | 24 | 8 | 10 | 6 | 11 | i | -2 | 5
Cc1cccc(C(C)C)c1-n1nnnc1-c1ccccc1 | i | 14 | 3 | -5 | -2 | -12 | i | 2 | 4

Source: PubChem BioAssay

Rows are unselected. About 3.9% of those tested had a hit in this group.
